# High-throughput results from PubChem BioAssay.
# NPSR antagonist = blocks cAMP signaling of the human neuropeptide S receptor; Q6W5P4; CHO-NPSR cells, cAMP TR-FRET, antagonist mode; Potency, µM (titrated, usually from 38.3 µM), for the others: at the top dose activity change, negative = inhibition, usual class: inhibitors; 220,000 tested, 1% active; AID 1461; also: potency is read from the fitted curve at half-maximal effect; % is scaled to controls: 0 for no effect and ±100 for the full control effect; nearly all actives have a fitted effect of over 50% in size; many of its hits are not listed in these tables
# Target sequence (Q6W5P4 whole entry, looked up): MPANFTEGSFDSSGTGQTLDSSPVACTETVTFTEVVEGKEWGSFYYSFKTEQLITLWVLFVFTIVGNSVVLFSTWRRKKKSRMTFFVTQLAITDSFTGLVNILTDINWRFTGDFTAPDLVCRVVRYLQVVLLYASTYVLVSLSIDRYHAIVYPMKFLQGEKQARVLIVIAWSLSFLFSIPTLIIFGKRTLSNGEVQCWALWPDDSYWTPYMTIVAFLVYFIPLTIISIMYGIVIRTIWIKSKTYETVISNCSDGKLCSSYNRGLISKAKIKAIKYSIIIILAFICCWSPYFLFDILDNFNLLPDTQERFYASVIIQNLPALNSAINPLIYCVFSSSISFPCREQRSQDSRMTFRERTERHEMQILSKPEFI
# CBFb RUNX1 block = CBF-beta/RUNX1 interaction disruption; Q01196+Q13951; AlphaScreen CBFb-His/RUNX1-biotin binding, biochemical; Potency, µM (highest dose often 59.8 µM), inactives show at the highest dose activity, negative = inhibition, hits mostly inhibitors; 230,000 tested, under 10 active; also: % of control where 0% means no effect
# Target sequence (Q01196 whole entry, looked up): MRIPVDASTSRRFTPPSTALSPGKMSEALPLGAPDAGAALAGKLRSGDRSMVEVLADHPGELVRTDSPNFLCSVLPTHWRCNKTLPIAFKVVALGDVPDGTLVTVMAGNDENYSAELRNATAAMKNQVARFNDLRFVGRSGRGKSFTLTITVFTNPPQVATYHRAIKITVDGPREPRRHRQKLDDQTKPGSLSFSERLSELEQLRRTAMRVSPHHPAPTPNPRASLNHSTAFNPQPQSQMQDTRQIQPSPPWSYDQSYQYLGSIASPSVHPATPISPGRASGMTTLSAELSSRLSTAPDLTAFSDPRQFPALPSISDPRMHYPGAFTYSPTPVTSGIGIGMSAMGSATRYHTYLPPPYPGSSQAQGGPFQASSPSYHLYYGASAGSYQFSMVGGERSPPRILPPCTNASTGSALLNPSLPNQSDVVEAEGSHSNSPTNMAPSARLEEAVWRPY
# Target sequence (Q13951 whole entry, looked up): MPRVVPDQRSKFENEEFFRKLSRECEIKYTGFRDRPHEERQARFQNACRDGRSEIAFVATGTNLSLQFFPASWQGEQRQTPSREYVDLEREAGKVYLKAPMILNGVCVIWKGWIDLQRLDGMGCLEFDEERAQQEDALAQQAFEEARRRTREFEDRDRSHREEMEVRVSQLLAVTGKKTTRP
#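 Bead-based AlphaScreen assay; binding partners His-tagged CBF-beta and biotinylated RUNX1 at 30 nM each. Compound exposure 15 min after a 20-min protein preincubation; bead step 90 min; all steps at room temperature.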
# Luc counter = Kinase-Glo luciferase inhibition (counter-screen); Q27757; Kinase-Glo luciferase, ATP luminescence, 8 min; Potency, µM (titrated, usually from 38.3 µM), inactives show at the top dose activity change, negative = inhibition, most hits filed as inhibitors; 200,000 tested, 0.28% active; also: potency is read from the fitted curve at half-maximal effect; % is scaled to controls: 0 for no effect and ±100 for the full control effect; nearly all actives have a fitted effect of over 60% in size
#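 Compounds were added to a substrate mix at pH 7.2 (50 mM imidazole, 10 uM ATP, within the enzyme's linear range), followed by Kinase-Glo detection reagent; luminescence was measured after 8 minutes at ambient temperature.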
# IMPase Li cell = membrane-permeable IMPase blocker, potentiated with lithium. 210,000 tested, 0.35% active. CHO-M1 cells, IP1 TR-FRET (IP-One), carbachol + lithium. Potency, µM (doses to about 59.4 µM), inactives show top-dose activity, negative = IMPase inhibition, usual class: inhibitors. AID 1457;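 also: IP1 builds up when IMPase is blocked and the TR-FRET signal falls; potency is read from the fitted curve at half-maximal effect; plate controls were basal vehicle for no effect and high inhibitor control for full effect; nearly all actives have a fitted effect of over 50% in size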
#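 IP1 accumulation measured by competitive TR-FRET in lysed CHO-M1 cells after 30 min compound exposure at 37C, with a small lithium addition to potentiate weak responses. Hill-equation AC50 from ratio and donor-channel data.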
# L3MBTL1 inh = blocks human L3MBTL1; Q9Y468; AlphaScreen L3MBTL1–H3K9me1 peptide binding; Potency, µM (highest dose often 57.1 µM), without a hit: at the top dose activity, negative = inhibition, usual class: inhibitors; 230,000 tested, 0.66% active; AID 485360; also: potency is read from the fitted curve at half-maximal effect; % is scaled to controls: 0 for no effect and ±100 for the full control effect; nearly all actives have a fitted effect of over 60% in size
#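 L3MBTL1 50 nM + b-AHA-H3(1-15)K9me1 75 nM, 30 min RT; compound added, 30 min RT; streptavidin donor/Ni-chelate acceptor beads 10 ug/mL each final, 30 min RT dark; AlphaScreen read.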
# Epigenetic reg = epigenetic control regulation, reporter derepression; murine LDR cells, GFP reporter derepression, 30 h; Potency, µM (highest dose often 53.9 µM), for the others: at the highest dose GFP activation, most hits filed as activators; 280,000 tested, 0.2% active; AID 1865; also: potency is read from the fitted curve at half-maximal effect; % of control where 0% means no effect; nearly all actives have a fitted effect of over 60% in size
#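 Readout is the number of GFP-expressing murine LDR cells, counted by cytometry following washing. Cells were treated with compound for 30 h at 37 C; the stably integrated CMV-GFP locus is normally silent.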
# HTT aggregate = inhibitors of mutant huntingtin aggregate formation in PC12 cells. PC12 HttQ103-GFP aggregates, Acumen cytometry, 40 h. 220,000 tested, 1.1% active. Potency, µM (doses to about 46.1 µM), for inactives: at the highest dose activity change, negative = inhibition, most hits filed as inhibitors; also: potency is read from the fitted curve at half-maximal effect; % is scaled to controls: 0 for no effect and ±100 for the full control effect; nearly all actives have a fitted effect of over 60% in size
#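 Multiplexed with ATP-based cell death, this channel scores GFP aggregates in PC12 cells expressing inducible HTTex1-Q103-GFP. Induction used 100 nM tebufenozide; compounds were tested in concentration series.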
# Starred values were filed as active, the others as inactive; ? = inconclusive; . = not tested or not shown; & = joins results of further samples; [ ] = remark or other dose. Calls follow the shape of the dose curve; as a rule, active = well fitted curve in the direction sought with a large enough effect; inconclusive = small, poorly fitted or top-dose-only effect, or another doubt; inactive = no such curve, though single readings can be large; an effect the other way counts as inactive or inconclusive.
SMILES,NPSR antagonist,CBFb RUNX1 block,Luc counter,IMPase Li cell,L3MBTL1 inh,Epigenetic reg,HTT aggregate
O=C(Nc1ccc(Cl)c(Cl)c1)OCCNC(=O)c1ccncc1,-1%,29%,4%,5%,-4%,-3.2%,-15%
CCc1ccccc1N(C)C(=O)CCc1nc(-c2ccc(C)cc2)no1,?,5%,0%,28%[38.3 µM],65%[activator],1.2%,11µM*
COc1ccccc1O,.,23%&9%&-1%[21.7 µM],.,-11%&-17%&-10%,.,.,7%
Cc1ccc(-n2c(SCC(N)=O)nnc2-c2cccnc2)c(C)c1,-1%[46.1 µM],5%,-1%,-13%[38.3 µM],0%,2.0%,-4%
Cc1cc(C)n2ncc(C(=O)NCc3ccccc3)c2n1,2%[46.1 µM],0%,0%,23%[38.3 µM],.,1.8%,18%[9.22 µM]
Cc1cccc(C(=O)NNC(=O)c2cccc([N+](=O)[O-])c2)c1,15%,-4%,-1%,3%,.,0.1%,-15%
Cn1c(O)c(N=NC(=O)CNC(=O)c2ccco2)c2ccccc21,-28%,-5%,0%,7%,8%,2.1%,18%
Cc1c(NC(=O)CSc2nnc(-c3cccc(Cl)c3)o2)c(=O)n(-c2ccccc2)n1C,2%[46.1 µM],3%,-3%,-1%,2%,0.0%,2%
Cc1nc(C)c(C(=O)C2=C(O)C(=O)N(CCCN(C)C)C2c2ccco2)s1 (stereo unspecified),0%[46.1 µM],-4%,-4%,-7%[38.3 µM],4%,-2.7%,6%
CCOC(=O)N1CCN(C(=O)C2CCN(Cc3ccc(OC)cc3OC)CC2)CC1,34%,2%,-1%,6%,30%[activator],1.7%,4%
CCc1ccc(-c2cc(C(=O)NN3CCOCC3)c3ccccc3n2)cc1,5%[46.1 µM],-1%,-4%,4%[38.3 µM],4%,5.4%,0%
COc1ccc(CCCc2nnc(SCc3nc4ccccc4c(=O)[nH]3)n2C)cc1,-2%,2%,2%,7%,-1%,0.0%,-17%
CCc1ccc(N(CC(=O)O)S(=O)(=O)c2c(C)noc2C)cc1,-7%[46.1 µM],7%,1%,24%[38.3 µM],-1%,-0.8%,7%
Cc1ccc2[nH]c(C(=O)O)c(NC(=O)CN3CCN(c4cccc(C)c4C)CC3)c2c1,?,-12%,-5%,7%[38.3 µM],-6%,-0.2%,-5%
O=c1cc(-c2ccccc2Cl)oc2c([N+](=O)[O-])ccc(O)c12,.,30%[89.1 µM],2%[39.9 µM],-15%,.,-0.3%,.

# By substructure, those above with sulfur.
SMILES,NPSR antagonist,CBFb RUNX1 block,Luc counter,IMPase Li cell,L3MBTL1 inh,Epigenetic reg,HTT aggregate
Cc1ccc(-n2c(SCC(N)=O)nnc2-c2cccnc2)c(C)c1,-1%[46.1 µM],5%,-1%,-13%[38.3 µM],0%,2.0%,-4%
Cc1c(NC(=O)CSc2nnc(-c3cccc(Cl)c3)o2)c(=O)n(-c2ccccc2)n1C,2%[46.1 µM],3%,-3%,-1%,2%,0.0%,2%
Cc1nc(C)c(C(=O)C2=C(O)C(=O)N(CCCN(C)C)C2c2ccco2)s1 (stereo unspecified),0%[46.1 µM],-4%,-4%,-7%[38.3 µM],4%,-2.7%,6%
COc1ccc(CCCc2nnc(SCc3nc4ccccc4c(=O)[nH]3)n2C)cc1,-2%,2%,2%,7%,-1%,0.0%,-17%
CCc1ccc(N(CC(=O)O)S(=O)(=O)c2c(C)noc2C)cc1,-7%[46.1 µM],7%,1%,24%[38.3 µM],-1%,-0.8%,7%

# New compounds follow
SMILES,NPSR antagonist,CBFb RUNX1 block,Luc counter,IMPase Li cell,L3MBTL1 inh,Epigenetic reg,HTT aggregate
CCOC(=O)Nc1nnc(-c2ccccc2OC)s1,-26%,-8%,1%,9%,-12%[11.4 µM],-1.0%,5%
O=C(Nc1ccc2c(c1)OCCO2)N1CCN(c2ccc(F)cc2)CC1,-8%[46.1 µM],3%,2%,5%,-10%,-3.2%,-9%
CNc1ncc(C(=O)c2ccccc2)s1,0%[46.1 µM],0%,-3%,-9%[38.3 µM],3%,0.0%,-13%
COC(=O)[C@H](C)NC(=O)NCc1ccc(S(N)(=O)=O)cc1,-12%,13%,.,.,-2%,0.9%,-5%[9.22 µM]
O=C(Nc1ccc2c(c1)OCO2)c1cncc(Br)c1,1%[46.1 µM],0%,-8%,-14%[38.3 µM],2%,-2.2%,-22%
O=C(NCCC1=CCCCC1)c1ccc([N+](=O)[O-])cc1,-3%,2%,-3%,13%,5%,1.0%,7%
CCOc1ccc(N2C(=O)/C(=C/c3ccccc3)N=C2SC)cc1,-11%,8%,0%,-1%,.,6.1%,-16%
CC(=O)c1c(C)[nH]c(C(=O)NCc2ccc(C)cc2)c1C,-9%[46.1 µM],4%,-4%,28%[38.3 µM],.,2.6%,-15%
CCCCc1nc2sc3c(=O)[nH]cnc3c2c2c1CCCC2,17%,22%,.,.,2%,1.6%,4%[9.22 µM]
COC(=O)c1ccc(S(=O)(=O)N2CCCN(Cc3ccccc3)CC2)n1C,19%,3%,.,.,.,-1.9%,2%[9.22 µM]
COc1ccc(/C(O)=C2/C(=O)C(=O)N(Cc3cccnc3)C2c2ccccn2)cc1 (stereo unspecified),10%,-4%,2%,-20%,22%[11.4 µM],-1.0%,-12%
N/C(=N\OC(=O)N1CCOCC1)c1ccc(Br)cc1,18%,?,-8%,-7%,31%[activator],4.4%,-2%
Cc1cc(Cc2cc(C)c(N)cc2C)c(C)cc1N,-3%,1%,3%,7%,-14%,3.4%,16%
O=C(/C(=C/c1ccc(Cl)cc1)c1nc2ccccc2[nH]1)c1cccs1,2µM*,-19%,-3%,58%[activator][38.3 µM],.,-0.9%,5µM*
CCOc1ccc(NC(=O)CC2C(=O)N(c3cccc(OC)c3)C(=O)N2C(C)C)cc1 (stereo unspecified),-5%,9%,.,11%,11%,0.0%,-20%[9.22 µM]

# Four neighbouring compounds out of the list so far, quoted:
SMILES,NPSR antagonist,CBFb RUNX1 block,Luc counter,IMPase Li cell,L3MBTL1 inh,Epigenetic reg,HTT aggregate
O=C(Nc1ccc2c(c1)OCCO2)N1CCN(c2ccc(F)cc2)CC1,-8%[46.1 µM],3%,2%,5%,-10%,-3.2%,-9%
CNc1ncc(C(=O)c2ccccc2)s1,0%[46.1 µM],0%,-3%,-9%[38.3 µM],3%,0.0%,-13%
COC(=O)[C@H](C)NC(=O)NCc1ccc(S(N)(=O)=O)cc1,-12%,13%,.,.,-2%,0.9%,-5%[9.22 µM]
O=C(Nc1ccc2c(c1)OCO2)c1cncc(Br)c1,1%[46.1 µM],0%,-8%,-14%[38.3 µM],2%,-2.2%,-22%

# Pulled one by one from the entries so far, two records:
SMILES,NPSR antagonist,CBFb RUNX1 block,Luc counter,IMPase Li cell,L3MBTL1 inh,Epigenetic reg,HTT aggregate
COC(=O)[C@H](C)NC(=O)NCc1ccc(S(N)(=O)=O)cc1,-12%,13%,.,.,-2%,0.9%,-5%[9.22 µM]
Cc1nc(C)c(C(=O)C2=C(O)C(=O)N(CCCN(C)C)C2c2ccco2)s1 (stereo unspecified),0%[46.1 µM],-4%,-4%,-7%[38.3 µM],4%,-2.7%,6%

# Continued:
SMILES,NPSR antagonist,CBFb RUNX1 block,Luc counter,IMPase Li cell,L3MBTL1 inh,Epigenetic reg,HTT aggregate
CC(=O)c1cc2c(cc1NS(=O)(=O)c1ccc(C)cc1)OCO2,-9%[46.1 µM],-2%,-1%,57%[activator][38.3 µM],.,0.0%,-25%
Cc1ccc(S(=O)(=O)NC2=NCN(CCOC(=O)c3ccc([N+](=O)[O-])cc3)CN2)cc1,2%[46.1 µM],20%,1%,16%[38.3 µM],.,-2.0%,-8%[1.84 µM]
Cc1ccc(NC(=O)Cn2ccc([N+](=O)[O-])n2)cc1C,4%,3%,-1%,7%,0%,1.1%,9%
COc1cccc(C2C(C#N)=C(N)Oc3cc(C)n(Cc4ccccn4)c(=O)c32)c1OC (stereo unspecified),-1%[46.1 µM],0%,-1%,1%[38.3 µM],5%,0.8%,22%
c1csc(CSc2nc3ccccc3s2)c1,-2%[46.1 µM],27%,-12%,-1%[38.3 µM],65%[activator],-0.9%,-12%
CCOC(=O)c1c(C)oc2c1c(C(c1cccnc1)N1CCCCC1)c(O)c1ccccc12 (stereo unspecified),-8%[46.1 µM],-4%,-3%,3%[38.3 µM],.,0.0%,-3%
Cn1nc(NC(=O)CC(C)(C)CC(=O)O)c2ccccc21,12%,-3%,.,.,.,-2.6%,4%[9.22 µM]
CC(C)(C)c1ccc(C(=O)NNC(=O)c2cccc(Br)c2)cc1,-11%[46.1 µM],12%,0%,-9%,-2%,-0.9%,0%
CN1CCN(C2=C(Cl)C(=O)N(c3cccc(Cl)c3)C2=O)CC1,-4%[46.1 µM],5%,3%,-11%,-11%,0.0%,?
NC(=O)c1nsc(C(=O)N(CC(=O)NCc2ccc3c(c2)OCO3)C2CCCC2)c1N,-13%[46.1 µM],8%,1%,8%[38.3 µM],34%[activator],-1.1%,6%
CCNC(=O)CP(=O)(c1ccccc1)c1ccccc1,-8%[46.1 µM],7%,13%,-8%[38.3 µM],-3%,-1.8%,-8%
CCC(=O)Nc1cccc(-c2cc3ccccc3oc2=O)c1,-46%,3%,0%,3%,6%,-12%,13%[9.22 µM]
CNC[C@H](O)c1ccc(OC(=O)C(C)(C)C)c(OC(=O)C(C)(C)C)c1,.,8%[21.7 µM],-4%[17.1 µM],6%,.,-1.1%[16.9 µM],2%[20.6 µM]
O=C(c1cc(F)c(F)cc1Cl)N1CCCCC1,-2%[46.1 µM],8%,2%,8%[38.3 µM],.,-1.0%,3%
Cc1cc(CNC(=O)CC2C(=O)NCCN2CC(c2ccccc2)c2ccccc2)on1 (stereo unspecified),-21%,12%,4%,9%,6%,-4.1%,7%
O=C(N/N=C/c1cccc([N+](=O)[O-])c1)C1CC(=O)N(c2ccc(Br)cc2)C1 (stereo unspecified),-8%[46.1 µM],-9%,.,.,-3%,-0.9%,31%
CCS(=O)c1scc(-c2ccc(Cl)cc2)c1C#N (stereo unspecified),-1%,3%,.,.,2%,-1.3%,8%[9.22 µM]
CCCCCCCOc1ccc(OC(=O)c2cccnc2)cc1,4%[46.1 µM],8%,1%,25%[38.3 µM],.,2.2%,-17%
O=C(NCc1ccccn1)c1cc2n(n1)C(C(F)(F)F)CC(c1ccco1)N2 (stereo unspecified),-1%[46.1 µM],6%,0%,30%[38.3 µM],.,1.1%,-12%
CCN(CC)P(=O)(Nc1ccc(C)cc1Br)c1ccc(N(C)C)cc1NC(=O)c1ccco1 (stereo unspecified),10µM*,-7%,-3%,11%,.,1.1%,35µM*

# Some of the compounds tested; rates above refer to the full screens.
